High-throughput results deposited in PubChem by several laboratories.
hgDAF12 agonist = activates the H. glycines DAF-12 receptor ligand-binding domain. HEK293 GAL4-hgDAF12 UAS-luciferase reporter, agonist luminescence; normalized to butyrate control. activation, % at 6.8 µM. 370,000 tested, 1.8% active;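 active means activation above a cutoff set at the mean of all screened compounds plus 3 SD, cut at about 10% in these data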;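 further: 0% = DMSO wells and 100% = sodium butyrate wells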
hcDAF12 agonist = H. contortus DAF-12 activation, primary screen | HEK293 hcDAF-12 lit1-tk-luc reporter, luminescence; 0% DMSO, 100% Δ7-dafachronic acid | 370,000 tested, 1.4% active | activation, % at 6.8 µM;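 active means activation above the mean of all tested compounds plus 3 SD, cut at about 5.5% in these data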;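 further: 100% = response to 3 µM Δ7-dafachronic acid high control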
SMARCA2 act = increases SMARCA2 function in MMTV reporter cells; MG213 cells, MMTV-luciferase reporter, dexamethasone, overnight; 370,000 tested, 1% active; activation, % at 9.1 µM; in the data active means activation above about 7.8%;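 further: 0% = vehicle wells and 100% = reference activator wells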
MBD2 inh = inhibitors of human MBD2 binding to methylated oligonucleotide; Q9UBB5; TR-FRET; inhibition, % at 4.4 µM; 370,000 tested, 0.31% active; in the data active means inhibition above about 13%
PLCb3 inh = PLC-beta3 (human) inhibition, primary screen. AID 720704. inhibition, % at 12.2 µM. Q01970. Purified PLC-beta3, fluorogenic substrate, fluorescence. 370,000 tested, 0.18% active; in the data active means inhibition above about 11%;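 further: 0% = median of compound wells on plate and 100% = full blocker control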
ssDAF-12 act = activators of S. stercoralis DAF-12 nuclear receptor. activation, % at 6.8 µM. HEK293 ssDAF-12/GRIP1 lit1-tk-luc reporter, luminescence; % of 3 µM dafachronic acid response. 370,000 tested, 1% active;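 active means activation above the mean over all tested compounds plus 3 SD, cut at about 0.9% in these data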;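 further: 0% = DMSO-only wells and 100% = 3 µM delta7-dafachronic acid wells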
Rev-erbA mod = Rev-erb alpha (human) modulation | Rev-erbα–FITC-DNA binding, fluorescence polarization, 90 min | activity, % at 10 µM | 370,000 tested, 0.79% active | P20393;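 active means activity above about 14%, limit read from the data; passing the limit was not always enough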;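 further: 0% = DMSO wells with 35 nM protein and 100% = DMSO wells with 750 nM protein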
DAX1 inh-1 = inhibitors of DAX1 repression of SF-1 activated StAR promoter. HEK293T StAR-luciferase reporter, SF-1/DAX-1 repression relief. inhibition, % at 6.8 µM. 370,000 tested, 1.1% active. AID 652010;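 active means inhibition above the mean over all tested compounds plus 3 SD, cut at about 3.6% in these data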;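 further: 0% = DAX-1 cells with DMSO and 100% = cells lacking DAX-1 with DMSO; higher inhibition means more luminescence from relief of DAX-1 repression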
PLCg1 inh = PLC-gamma1 (human) inhibition, primary screen; P19174; purified PLC-gamma1, fluorogenic substrate, fluorescence; 370,000 tested, 0.84% active; inhibition, % at 12.2 µM; in the data active means inhibition above about 9.5%
Target sequence (P19174 whole entry, looked up): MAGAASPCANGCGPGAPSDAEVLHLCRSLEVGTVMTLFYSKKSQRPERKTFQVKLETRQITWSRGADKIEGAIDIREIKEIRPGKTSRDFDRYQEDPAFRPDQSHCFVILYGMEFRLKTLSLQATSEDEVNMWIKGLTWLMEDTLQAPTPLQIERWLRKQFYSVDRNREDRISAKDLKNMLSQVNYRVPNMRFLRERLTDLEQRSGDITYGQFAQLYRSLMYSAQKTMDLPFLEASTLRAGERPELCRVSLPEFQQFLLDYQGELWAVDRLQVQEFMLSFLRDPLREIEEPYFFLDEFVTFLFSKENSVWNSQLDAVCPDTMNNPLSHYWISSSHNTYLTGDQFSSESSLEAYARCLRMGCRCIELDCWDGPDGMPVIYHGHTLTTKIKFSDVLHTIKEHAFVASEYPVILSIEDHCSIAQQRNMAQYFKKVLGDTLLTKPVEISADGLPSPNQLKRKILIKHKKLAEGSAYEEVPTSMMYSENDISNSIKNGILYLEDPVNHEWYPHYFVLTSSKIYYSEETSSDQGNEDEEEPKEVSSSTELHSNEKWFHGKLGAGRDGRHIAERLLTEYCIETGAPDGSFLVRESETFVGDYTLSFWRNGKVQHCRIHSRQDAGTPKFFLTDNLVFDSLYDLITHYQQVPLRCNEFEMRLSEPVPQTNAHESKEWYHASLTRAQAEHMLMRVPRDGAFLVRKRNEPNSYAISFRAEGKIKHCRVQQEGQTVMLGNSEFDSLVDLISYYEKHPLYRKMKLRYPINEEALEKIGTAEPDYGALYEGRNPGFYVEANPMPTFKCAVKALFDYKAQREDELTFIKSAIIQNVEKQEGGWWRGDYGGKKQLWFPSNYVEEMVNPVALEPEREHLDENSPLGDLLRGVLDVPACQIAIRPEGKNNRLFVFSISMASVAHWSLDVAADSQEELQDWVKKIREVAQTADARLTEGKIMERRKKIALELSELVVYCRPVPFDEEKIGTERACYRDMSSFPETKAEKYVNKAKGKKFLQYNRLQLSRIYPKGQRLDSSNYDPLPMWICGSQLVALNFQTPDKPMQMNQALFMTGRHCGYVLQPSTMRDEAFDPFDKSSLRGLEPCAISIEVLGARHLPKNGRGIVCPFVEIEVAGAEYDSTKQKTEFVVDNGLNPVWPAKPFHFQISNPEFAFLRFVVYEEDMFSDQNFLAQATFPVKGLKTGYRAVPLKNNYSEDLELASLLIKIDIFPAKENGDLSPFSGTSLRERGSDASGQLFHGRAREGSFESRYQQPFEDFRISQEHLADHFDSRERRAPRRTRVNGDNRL
DAX1 inh-2 = NR0B1 (DAX1) inhibition; HEK293 Gal4-DAX1 luciferase reporter, luminescence; 340,000 tested, 0.99% active; inhibition, % at 6.75 µM; AID 504766;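 active means inhibition above the mean over all tested compounds plus 3 SD, cut at about 4.2% in these data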;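 further: 0% = DAX1-transfected cells with DMSO and 100% = empty-vector control cells with DMSO; inhibition shows as a rise in luminescence from relieved DAX1 repression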
ADAM17 inh = ADAM17 inhibition, QFRET primary screen; AID 720648; recombinant ADAM17, EDANS/DABCYL FRET peptide cleavage; inhibition, % at 6.95 µM; P78536; 370,000 tested, 0.83% active;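 active means inhibition above the mean of compounds lying between control limits plus 3 SD, set per campaign, cut at about 8.5% in these data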;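 further: 0% = DMSO-only wells as the low control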
Starred values were filed as active, the others as inactive; i = inactive; · = no result given. Not a hit list, and some 7.4% of all compounds hit somewhere here.

molecule	hgDAF12 agonist	hcDAF12 agonist	SMARCA2 act	MBD2 inh	PLCb3 inh	ssDAF-12 act	Rev-erbA mod	DAX1 inh-1	PLCg1 inh	DAX1 inh-2	ADAM17 inh
CC(=O)C(CC(=O)N1CCCC1)C(=O)Nc1ccc(Cl)cc1 (stereo not drawn)	-1.4	-0.5	0.2	-1.6	-5.4	-1.4	6.9	-0.4	3.5	-0.1	-8.7
Cc1sc2ncnc(Nc3ccc(N4CCOCC4)cc3)c2c1-c1ccccc1	0.2	-1.9	-3.3	2.7	-2.8	-1.4	2.8	-0.1	-0.5	-0.4	0.3
Cc1ccccc1C(=O)Nc1sc2c(c1C(=O)O)CCC2	5.2	0.1	-0.7	10.4	-73.1	-0.7	-1.1	-0.2	-59.1	1.0	-5.4
CS/C(=N\S(=O)(=O)c1cccs1)Nc1ccc(F)c(Cl)c1	-5.5	-3.0	-2.8	3.7	-1.8	-0.4	0.8	-0.1	-2.6	-0.9	-3.7
Cc1ccccc1OCC(=O)NCCc1nc2ccccc2[nH]1	-0.4	1.0	0.5	-2.5	0.1	-1.1	-1.2	-0.3	3.8	0.1	-0.7
O=C(NCSc1ccnc(SCNC(=O)c2ccccc2)n1)c1ccccc1	-1.1	1.8	-0.3	2.6	0.0	-0.2	-3.7	0.8	1.8	-1.2	1.1
O=C(OCC(=O)N1CCOCC1)c1ccc(F)cc1Cl	4.7	-1.8	-1.0	1.3	-5.8	-0.5	2.5	0.5	-0.2	0.9	-6.1
COc1ccc(N2C(=S)N=C(Nc3ccccc3)C23CCCCC3)cc1	0.9	-0.4	2.6	-6.2	-2.8	-1.7	-1.8	-0.2	15.3*	-2.1	1.5
NNC(=O)c1c(O)c2cccc3c2n(c1=O)CCC3	2.5	5.0	-2.5	2.2	-5.3	-0.2	-4.0	-0.1	-2.3	1.6	3.5
C/C(=N/Nc1ccc(C(=O)O)cc1)c1ccc(O)c(O)c1O	2.8	1.2	1.7	-1.9	-0.1	-0.2	-1.7	0.3	-2.3	-2.1	2.5

Exported as labelled records: 2 of the compounds above.
> O=C(NCSc1ccnc(SCNC(=O)c2ccccc2)n1)c1ccccc1
  hgDAF12 agonist: -1.1
  hcDAF12 agonist: 1.8
  SMARCA2 act: -0.3
  MBD2 inh: 2.6
  PLCb3 inh: 0.0
  ssDAF-12 act: -0.2
  Rev-erbA mod: -3.7
  DAX1 inh-1: 0.8
  PLCg1 inh: 1.8
  DAX1 inh-2: -1.2
  ADAM17 inh: 1.1

> O=C(OCC(=O)N1CCOCC1)c1ccc(F)cc1Cl
  hgDAF12 agonist: 4.7
  hcDAF12 agonist: -1.8
  SMARCA2 act: -1.0
  MBD2 inh: 1.3
  PLCb3 inh: -5.8
  ssDAF-12 act: -0.5
  Rev-erbA mod: 2.5
  DAX1 inh-1: 0.5
  PLCg1 inh: -0.2
  DAX1 inh-2: 0.9
  ADAM17 inh: -6.1

Next results:
molecule	hgDAF12 agonist	hcDAF12 agonist	SMARCA2 act	MBD2 inh	PLCb3 inh	ssDAF-12 act	Rev-erbA mod	DAX1 inh-1	PLCg1 inh	DAX1 inh-2	ADAM17 inh
O=C(Nc1ccc(F)cc1)Oc1ccc[nH]c1=O	2.8	0.3	0.9	-3.0	-1.9	-0.9	1.0	0.1	-0.3	0.7	-1.9
CCOc1ccc(Oc2nc(Nc3ccc(C)cc3)nc(N(C)C)n2)nn1	-0.7	-0.8	1.0	4.3	3.7	-1.1	-0.2	-0.6	0.1	1.0	-2.0
Cn1cc([N+](=O)[O-])c(C(=O)N/N=C/c2ccc3c(c2)OCO3)n1	2.3	0.6	-3.6	3.1	3.1	-1.3	4.0	-0.2	4.2	0.7	-0.5
CN(C)C(=O)c1ccc(NC(=O)c2cccc(S(=O)(=O)N3CCN(Cc4ccccc4)CC3)c2)cc1	-4.6	-1.3	-3.3	-3.1	-5.5	-1.8	2.8	-1.4	-1.1	-1.6	-0.9
CC(/C=N/O)Cc1ccc2c(c1)OCO2 (stereo not drawn)	-1.3	0.3	2.3	0.6	5.0	-1.1	4.5	0.5	4.8	-0.7	0.1
Cc1nnc(SC(C)C(=O)Nc2ccc3ccccc3c2)[nH]c1=O (stereo not drawn)	4.2	5.5	1.9	-6.7	-41.1	1.3*	0.2	0.1	-22.3	2.1	-34.4
COc1ccc(NC(=O)CN(C)C(=O)Cn2cnc3c2c(=O)n(C)c(=O)n3C)cc1	2.7	-1.2	-1.7	3.2	3.9	-0.9	-3.6	0.9	-1.7	-0.2	-1.2
CC(Sc1nnc(N)s1)c1ccccc1Cl (stereo not drawn)	-2.6	-0.4	0.1	2.5	-0.7	-1.3	1.3	1.4	1.6	-0.5	-2.5
COc1cc2c(cc1OC)C(=O)CC(C)S2 (stereo not drawn)	-1.4	-2.4	-0.5	-5.6	i	-0.4	1.0	-0.4	i	-0.1	-134.4
O=C(Nc1cccc(C(=O)N2CCCC2)c1)C1CC1	-0.1	1.1	-2.4	-0.8	0.8	-1.5	-1.5	2.7	0.5	-0.7	-4.0

Further results follow:
molecule	hgDAF12 agonist	hcDAF12 agonist	SMARCA2 act	MBD2 inh	PLCb3 inh	ssDAF-12 act	Rev-erbA mod	DAX1 inh-1	PLCg1 inh	DAX1 inh-2	ADAM17 inh
CCCN(CCC)S(=O)(=O)c1cc2c(cc1Br)CCN2C(=O)CC	-3.8	-1.0	-2.3	-1.9	2.5	-1.0	-6.7	-0.5	0.1	-2.0	1.0
COc1ccccc1CN1CC(C(=O)NCCC2=CCCCC2)CCC1=O (stereo not drawn)	2.7	0.2	7.3	-4.5	-5.8	-1.1	-4.6	-0.3	0.5	0.6	0.3
Cc1ccc(SCc2cc(-c3ccc(Cl)cc3)on2)cc1	0.8	-2.1	0.7	0.8	-0.3	-1.1	8.3	0.0	-1.7	0.7	-4.2
C=CCOCCN(C)C1=NS(=O)(=O)c2cc([N+](=O)[O-])ccc21	-4.8	-0.6	-0.8	-0.5	1.6	-0.6	1.2	-1.3	1.7	-0.3	-1.1
Cc1ccc2nc(-c3ccccc3)c(Cc3cccc(F)c3)n2c1	13.8*	8.7*	4.0	1.9	-14.7	0.7	0.5	2.4	-6.2	·	-31.0
Cc1ccc(NC(=O)CNC(=O)c2sc3ccccc3c2Cl)nc1	6.0	7.0*	2.6	-0.7	-7.0	0.2	13.7	4.6*	-5.0	2.5	-2.5
O=C(CSc1n[nH]c(=O)[nH]c1=O)NC1CCCCC1	0.4	-0.1	-1.2	-0.7	-6.2	-1.2	0.1	0.7	0.3	1.2	-7.0
CC1=C(O)c2ccccc2C(=O)C1=O	0.3	-2.4	0.3	-14.8	1.6	-1.6	2.2	-1.0	3.3	·	-1.4
CC(=O)n1cc([C@@H]2C=C(C(=O)Nc3ccccc3)O[C@H](OCc3ccc(CO)cc3)C2)c2ccccc21	1.5	1.9	0.2	3.6	-7.4	-0.2	2.4	-1.0	-9.6	0.5	8.9*
Cc1ccc(NC(=O)CS(=O)(=O)c2c[nH]c3ccccc23)c(C)c1	0.6	1.7	-0.3	0.4	1.2	-0.9	-0.8	-0.6	3.3	1.9	-2.3

New compounds follow
molecule	hgDAF12 agonist	hcDAF12 agonist	SMARCA2 act	MBD2 inh	PLCb3 inh	ssDAF-12 act	Rev-erbA mod	DAX1 inh-1	PLCg1 inh	DAX1 inh-2	ADAM17 inh
COCC(C)n1c(C)cc(C(=O)COC(=O)c2c(C)nn(-c3ccccc3)c2C)c1C (stereo not drawn)	-0.1	-3.0	-8.1	-2.0	2.2	-1.3	6.7	-1.4	4.9	-0.5	0.8
COc1ccc2[nH]cc(CCNC(=O)Cc3ccc(F)cc3)c2c1	0.3	-0.8	0.7	0.6	-6.1	-0.5	0.2	-0.3	-1.2	1.6	2.0
CC(C)(C)NC(=O)C(c1ccccn1)N(C(=O)c1csnn1)C1CCCCC1 (stereo not drawn)	0.9	-1.6	2.9	4.8	4.6	-1.0	4.9	0.1	3.5	-0.1	4.1
CCCCNC(=O)Cn1cnc2c(cnn2-c2ccc(C)cc2)c1=O	-0.3	-0.6	-0.8	-2.2	-5.8	-1.5	-2.3	-0.1	5.0	1.4	1.8
Cn1ccc(-c2ccccc2)c(C#N)c1=O	-2.1	-1.3	0.8	5.6	-41.1	-1.3	3.1	-0.5	-39.1	-0.4	-26.7
Cc1ccc2nc(SCC(=O)NC3CCCc4ccccc43)[nH]c2c1 (stereo not drawn)	-0.2	-4.6	3.7	-5.2	3.7	-1.6	5.1	-1.0	3.2	-0.7	6.1
COc1cccc(Nc2nc(CN3CCOCC3)nc3sc4c(c23)CCCC4)c1	-1.7	-4.0	2.6	2.9	-5.0	-1.8	-4.0	-1.4	-6.5	-1.2	-0.1
CC1(C(=O)OCC(=O)c2c[nH]c3ccccc23)CC1(Cl)Cl (stereo not drawn)	14.2*	5.4	7.7	0.7	-1.3	1.6*	-2.7	1.6	0.0	1.5	1.4
O=c1[nH]c(N2CCOCC2)nc2c1CCCC2	1.0	-1.0	-1.0	-1.8	0.2	-0.9	-0.1	0.8	-0.2	-2.0	-4.8
Cc1cc(S(=O)(=O)N2CCC(N3CCCCC3)CC2)ccc1-n1cnnn1	-5.1	2.3	-0.6	-2.1	-0.9	-0.9	0.7	0.6	2.3	1.0	-0.6

Further structures.
molecule	hgDAF12 agonist	hcDAF12 agonist	SMARCA2 act	MBD2 inh	PLCb3 inh	ssDAF-12 act	Rev-erbA mod	DAX1 inh-1	PLCg1 inh	DAX1 inh-2	ADAM17 inh
CCc1nnc(NC(=O)C2CCCN2C(=O)Nc2ccccc2)s1 (stereo not drawn)	-0.8	-1.6	0.6	0.5	-2.5	-1.1	1.8	0.2	5.4	-1.7	0.4
C=CCNC(=O)c1sc(=S)n(-c2ccc(C(=O)OCC)cc2)c1N	0.1	-0.8	-1.3	-1.6	1.8	-0.7	-0.4	1.0	1.3	-0.1	-1.9
O=C(c1cccnc1)N1CCN(Cc2ccc3c(c2)OCO3)CC1	-2.4	-0.2	-1.4	-5.5	-3.9	-1.2	-2.7	-0.8	-0.5	-1.3	-3.3
Cc1ccc(S(=O)(=O)NC2(C(F)(F)F)NC(=O)N(C)C2=O)cc1 (stereo not drawn)	-1.5	1.1	3.7	-0.7	4.9	-1.1	-8.4	0.6	4.2	0.2	0.2
Cc1ccc(S(=O)(=O)N2CCN(C(C)C(=O)Nc3ccccc3-c3ccccc3)CC2)cc1 (stereo not drawn)	0.9	-2.2	-2.8	5.1	0.0	-1.3	6.9	0.1	-1.4	-1.3	-4.0
CC1CCN(CC(=O)Nc2nc(-c3ccccc3)cs2)CC1	1.4	-1.1	0.6	-1.3	-1.2	-1.4	-2.6	0.0	0.0	-0.2	1.4
